Diaphorase act: activates diaphorase or chemically reduces, flagging diaphorase assay artifacts; activation factor at 20 µM; 190,000 compounds, 0.005% hits; Diaphorase/resazurin coupled assay, resorufin fluorescence, 16 min; hits give high values; 1 = vehicle wells, 0 = NADH-free wells;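 active = diaphorase activity raised at least twofold by the compound at 20 µM; inactive = activation factor below 2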
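Assay system: bacterial diaphorase enzyme (C. kluyveri) / Input: enzyme 0.07 U/mL final / Medium: 50 mM HEPES pH 7.4 with 4.542 mM MgCl2, 0.005% Tween 20 / Doses: single compound dose of 20 µM, 1% DMSO final / Incubation: 16 min enzyme reaction, ambient temperature / Signal: fluorescence, excitation 544 nm and emission 590 nm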
TNAP inh hi DEA: inhibitors of human TNAP at high phosphate acceptor concentration; P05186; purified TNAP, CDP-star luminescence, 1 M DEA; inhibition, % at 20 µM; 200,000 compounds, 0.03% hits; AID 1135;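 active = over 50% inhibition of tissue-nonspecific alkaline phosphatase at 20 µM in the single-dose screen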;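 also: plate controls were DMSO wells for no effect and EDTA-quenched wells as full inhibition for full effect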
Target sequence (P05186 whole entry, looked up): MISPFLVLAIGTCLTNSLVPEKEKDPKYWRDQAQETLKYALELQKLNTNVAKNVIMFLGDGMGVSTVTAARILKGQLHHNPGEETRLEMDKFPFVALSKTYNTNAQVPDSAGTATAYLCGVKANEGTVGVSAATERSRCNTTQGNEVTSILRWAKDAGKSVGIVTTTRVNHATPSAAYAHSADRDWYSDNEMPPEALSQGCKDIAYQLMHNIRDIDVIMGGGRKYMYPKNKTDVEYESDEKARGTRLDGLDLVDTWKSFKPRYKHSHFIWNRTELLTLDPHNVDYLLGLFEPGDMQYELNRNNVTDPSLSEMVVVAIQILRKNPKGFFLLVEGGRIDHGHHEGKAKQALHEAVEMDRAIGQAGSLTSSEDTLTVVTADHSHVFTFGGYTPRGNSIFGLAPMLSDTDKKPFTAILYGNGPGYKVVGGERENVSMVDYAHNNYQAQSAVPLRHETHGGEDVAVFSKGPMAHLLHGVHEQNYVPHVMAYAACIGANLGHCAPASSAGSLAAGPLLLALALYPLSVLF
PMI act satM6P: activators of human phosphomannose isomerase at near-saturating mannose 6-phosphate | activation factor at 20 µM | coupled PMI enzyme assay, resazurin fluorescence, 20 min; hits give high values; 1 = untreated enzyme, 0 = substrate-free blank | P34949 | 190,000 compounds, 0.34% hits;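 active = activation factor of 2 or more at 20 µM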
Target sequence (P34949 whole entry, looked up): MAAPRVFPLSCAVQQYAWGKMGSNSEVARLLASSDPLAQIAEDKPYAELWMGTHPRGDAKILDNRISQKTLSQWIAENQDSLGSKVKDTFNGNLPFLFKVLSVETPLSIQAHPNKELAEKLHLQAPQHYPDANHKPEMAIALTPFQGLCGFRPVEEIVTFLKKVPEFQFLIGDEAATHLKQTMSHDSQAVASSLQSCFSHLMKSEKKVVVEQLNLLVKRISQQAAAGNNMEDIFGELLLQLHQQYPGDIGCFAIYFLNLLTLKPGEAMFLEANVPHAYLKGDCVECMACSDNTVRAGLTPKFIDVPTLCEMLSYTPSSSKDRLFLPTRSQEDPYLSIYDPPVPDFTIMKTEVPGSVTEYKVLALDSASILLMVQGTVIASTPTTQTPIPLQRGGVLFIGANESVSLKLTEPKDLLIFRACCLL
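assay system = human phosphomannose isomerase with PGI, G6PDH, diaphorase coupling enzymes | quantity = 15 ng/mL PMI | incubation = enzyme reaction with compound 20 min at room temperature | medium = HEPES pH 7.4 buffer with MgCl2 and Tween-20 | compound dosing = one concentration, 20 µM, in 1% DMSO | measured by = Diaphorase-driven resazurin-to-resorufin fluorescence, excitation 544, emission 590 nm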
TNAP act hiacc: TNAP (human) activation, high acceptor. P05186. purified TNAP, CDP-star luminescence, 1 M DEA, 30 min; hits give high values; 0 = EDTA background, 1 = DMSO-only activity. activation factor at 20 µM. 200,000 tested, under 10 active. AID 1136;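 active = activation factor at least 2 at 20 µM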
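Dosing: 20 µM single point. System: human TNAP. Amount: TNAP 1/800 final. Incubation: 30 min, room temperature. Read-out: TNAP activation factor scaled between EDTA and DMSO control wells. Signal: luminescence from CDP-star hydrolysis. Medium: 1 M DEA, pH 9.8, Mg2+, Zn2+. Control set: EDTA negative control, DMSO positive control.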
PMI act: phosphomannose isomerase (human) activation | P34949 | purified human PMI, coupled resazurin fluorescence, 20 min; hits give high values; 1 = vehicle control, 0 substrate-free wells | activation factor at 20 µM | 190,000 compounds, 0.005% hits | AID 1214;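 active = activation factor of 2 or more at 20 µM, relative to plate controls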
TNAP inh no acc: blocks human TNAP activity with no phosphate acceptor present; 200,000 compounds, 0.26% hits; inhibition, % at 20 µM; purified TNAP, CDP-star luminescence, 30 min; P05186;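 active = tissue-nonspecific alkaline phosphatase inhibition above about 50% at 20 µM in the single-dose screen, limit read from the data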;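 also: 0% = DMSO negative control and 100% = EDTA positive control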
Diaphorase inh: diaphorase inhibition or chemical oxidation counter-screen; diaphorase resazurin-to-resorufin fluorescence, NADH, 16 min; bacterial (C. kluyveri) enzyme, not human; inhibition, % at 20 µM; 190,000 compounds, 0.69% hits; AID 1217;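 active = primary screen inhibition at 20 µM above a set limit, cut at about 50% in these data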;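 also: plate controls were DMSO with full reaction for no effect and wells lacking NADH for full effect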
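Assay system – diaphorase enzyme from Clostridium kluyveri · Amount – diaphorase 0.14 U/mL (working solution) · Times – reaction incubation of 16 min at room temperature · Controls – No-NADH positive control and DMSO neutral control · Signal – resorufin fluorescence 544/590 nm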
bIAP act: increases bovine intestinal alkaline phosphatase activity | purified bovine IAP, CDP-star luminescence, 30 min; hits give high values; fold of DMSO-control signal, blank-subtracted | activation factor at 20 µM | 200,000 compounds, 0.17% hits | AID 1016;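 active = activation factor of 2 or more at 20 µM, a signal rise over negative controls twice the positive control's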
bIAP inhibitor: blocks bovine intestinal alkaline phosphatase activity. purified bovine IAP, CDP-star luminescence, 30 min. inhibition, % at 20 µM. 190,000 tested, under 10 active;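 active = over 50% inhibition of intestinal alkaline phosphatase at 20 µM in the single-dose screen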
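test system = bovine IAP enzyme | medium = DEA buffer 100 mM, pH 9.8, with MgCl2 1.0 mM, ZnCl2 0.02 mM | detection = luminescence | dosing = single compound dose of 20 µM, 2% DMSO final | incubation = 30 min reaction at room temperature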
L major viab: inhibitors of Leishmania major promastigote growth | Leishmania major promastigotes, resazurin fluorescence viability | AID 1063 | 200,000 compounds, 9% hits | inhibition, % at 10 µM; in the data active = inhibition above about 50%;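 also: promastigotes grown with compound for 44 hours at 28 °C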
Active calls of the source: *; . = no result given.

Results follow in this order: Diaphorase act	bIAP inhibitor	TNAP inh hi DEA	PMI act	TNAP act hiacc	Diaphorase inh	TNAP inh no acc	L major viab	PMI act satM6P	bIAP act
- CCOC(=O)c1c(CN(C)C)n(-c2ccc(C)cc2)c2cc(Br)c(O)cc12
    0.7	2	-6	1	1.1	34	-9	30	0.9	1
- O=C(O/N=C1/CCSc2ccccc21)c1ccccc1
    0.9	10	-2	0.9	1	5	-2	-8	1	0.9
- N#CC1(c2ccccc2)CCCN1C(=O)c1ccco1 (configuration not stated)
    0.9	9	-10	1	1.1	13	-15	-5	1	0.9
- COc1ccc(OC)c(CNn2c(-c3ccccc3F)nc3ccccc3c2=O)c1
    1	-12	-1	0.9	1	5	-6	34	1	1.1
- COc1ccccc1N1CC(C(=O)Nc2cccc(C(=O)O)c2)CC1=O (configuration not stated)
    1	5	-2	1	1	1	-5	-3	1	1
- CCn1cc(CNCc2ccc(OCC(O)CN(C)Cc3ccccc3)cc2)cn1 (configuration not stated)
    1.2	0	-8	1	1.1	-18	-12	88*	1.1	1
- Cc1ccccc1OCC(=O)Nc1ccc(N2CCN(C(=O)C(C)C)CC2)c(Cl)c1
    0.9	-13	-6	1	1.1	14	-4	41	1	1.1
- Cc1cc(=O)[nH]c2c3ccccc3nn12
    1	1	-2	1	1	2	6	-8	1.1	1
- CCn1cc(C(=O)OCC(=O)c2cc(C)n(-c3ccccc3)c2C)c(=O)c2ccc(C)nc21
    1	11	-1	0.9	1	3	-14	-4	1	0.9
- O=C(CSc1nc2ccccc2n1Cc1ccc(Cl)cc1)N/N=C/c1ccccc1C(=O)O
    0.9	4	0	1	1	12	-8	-1	1	1
- Cc1nn(CC(=O)Nc2ccc3c(c2)OCO3)c(C)c1[N+](=O)[O-]
    0.9	0	2	0.9	1	13	11	7	0.8	1
- CCCCN(C(=O)c1ccc(Cl)c([N+](=O)[O-])c1)c1c(N)n(CCC)c(=O)[nH]c1=O
    1	6	-1	1.1	1	1	-9	-2	1	0.9
- CCCCC(=O)Nc1ccc(C(=O)NNC(=O)c2ccccc2Br)cc1
    1	-11	-4	1	1	-1	-10	-1	1.1	1.1
- COc1ccc(Cl)cc1C(=O)Nn1c(C)nc2ccccc2c1=O
    0.8	4	-6	1	1.1	18	-11	-3	1	1
- COc1ccccc1-c1nnc2sc(COc3ccc(Cl)cc3)nn12
    0.8	4	-2	0.9	1	22	-12	-1	0.9	1
- CC(=O)c1ccc(OCC(O)CN2CCN(CC(O)COc3ccc(C(C)=O)cc3)CC2)cc1 (configuration not stated)
    1	12	0	1	1	-3	-5	-8	1	0.9
- COC(=O)CCCC(=O)N1CCOCCN(C(=O)CCCC(=O)OC)CCOCC1
    1.1	-2	-1	1.1	1	-6	-10	-4	1.1	1
- OCCN=C1CCCc2c1[nH]c1ccc(Br)cc21
    0.9	10	-2	0.9	1	9	-1	-5	0.9	0.9
- CN(C)CCNC(=S)Nc1ccccc1Cl
    1	3	-4	1.1	1	0	-7	37	1.1	1
- O=C1C2C3C=CC(C4CC34)C2C(=O)N1/N=C/c1ccc([N+](=O)[O-])s1 (configuration not stated)
    0.9	1	0	1.1	1	10	-14	5	1.1	1
- Cc1ccc(CNC(C)c2ccccc2)cc1 (configuration not stated)
    0.9	8	-4	1	1	10	-10	1	1	0.9
- O=C(C1=C[C@H](c2ccc3c(c2)OCO3)C[C@H](OCCCCO)O1)N1CCN(Cc2ccccc2)CC1
    1	-22	-9	1	1.1	5	-4	7	0.9	1.2
- O=C(N/N=C/c1c[nH]c2ccc(Br)cc12)c1ccn(Cc2ccc(Cl)cc2)n1
    0.9	7	-1	0.9	1	15	-11	35	0.9	0.9
- CCCCNCCCOc1cccc(Cl)c1Cl
    0.9	33	-3	1	1	6	-10	100*	0.9	0.7
- CCOc1cc(C(=O)O/N=C(\N)c2ccc([N+](=O)[O-])cc2)cc(OCC)c1OCC
    1	1	-5	1	1.1	5	-8	-3	1	1
- COc1ccc(OC)c(C2/C(=C(/O)c3ccccc3)C(=O)C(=O)N2Cc2ccco2)c1 (configuration not stated)
    0.9	10	0	0.9	1	11	-9	-4	0.9	0.9
- O=C(O)c1cccc2c1C(=O)N(Cc1ccncc1)C2
    0.8	-14	-3	0.9	1	16	-7	-6	0.8	1.1
- Cc1nnc(Cl)c2nn(-c3ccccc3F)c(C)c12
    1	-20	-7	1.3	1.1	-4	-14	-3	1.4	1.2
- CN(C1=C(N2CCCCC2)C(=O)c2ccccc2C1=O)c1ccccc1
    0.7	.	13	0.9	0.9	28	13	65*	1	0.5
- O=C(CCn1nnc2ccccc21)N1CCC(O)(c2cccc(F)c2)CC1
    0.8	2	-4	0.9	1	15	-12	-4	1	1
- CCOC(=O)/C(C#N)=C1\CCCN1CC(N)=S
    0.9	-4	-2	0.9	1	9	-9	-9	0.9	1
- CC(C)(C)n1nnnc1C(c1cccc(C#N)c1)N1CCC(Cc2ccccc2)CC1 (configuration not stated)
    0.8	-8	0	0.9	1	19	-4	83*	0.9	1.1
- O=C(NC(Cc1ccccc1)C(=O)N1CCCC1C(=O)O)c1ccccc1 (configuration not stated)
    0.9	0	-6	1.1	1.1	9	-10	-8	1	1
- CCC(C)NS(=O)(=O)c1ccc(OCC(=O)NCC2CCCO2)cc1 (configuration not stated)
    1	2	-6	0.9	1.1	4	-9	-4	0.9	1
- CN(Cc1ccccc1)S(=O)(=O)c1cccc2nsnc12
    0.8	4	-5	1	1.1	15	-11	-2	1	1
- Cc1ccc(-c2noc(-c3ccccc3C(=O)N3CCOCC3)n2)cc1
    0.9	4	-5	1.1	1.1	9	-4	16	1	1
- CCOC(=O)c1nnn(-c2nonc2N)c1CSc1ccc(C)cc1
    1	5	-3	0.9	1	2	-7	6	1	1
- CCN(CCn1cccn1)C(=O)c1cc(COc2c(F)cccc2F)on1
    0.9	-16	-4	0.9	1	10	-9	-10	1	1.2
- O=C(c1c[nH]c2ccccc2c1=O)N1CCCCCC1
    1.1	-4	2	1	1	-10	2	5	1	1
- O=C(c1c(F)cccc1F)N1CCC(O)(c2cccnc2)CC1
    1	-1	2	1	1	4	-7	0	1	1
- COCCN(Cc1ccccc1)C(=S)Nc1ccc(Cl)cc1
    0.9	40	-6	0.9	1.1	13	-15	46	0.9	0.6
- Cc1ccc(CSCC(=O)NCc2ccc(F)cc2)cc1
    1	27	-1	1.1	1	-3	-5	1	1.2	0.7
- O=C(C1CCC(Cn2c(=S)[nH]c3ccccc3c2=O)CC1)N1CCOCC1 (configuration not stated)
    0.8	0	-4	0.9	1	16	-5	-1	0.9	1
- c1coc(Cn2nnnc2CN2CCN(C3CCCCC3)CC2)c1
    0.9	2	-7	1.2	1.1	15	-14	1	1	1
- CC(C)N(C(=O)Cn1c(Cl)nc2ccccc21)C(C)C
    0.9	-2	-6	1	1.1	10	-9	-6	1	1
- CC1=[N+]([O-])C(C)(C)C(c2ccc(Br)cc2)=[N+]1[O-]
    0.8	-12	0	0.9	1	18	-2	15	0.9	1.1
- O=C(CSCc1ccc([N+](=O)[O-])cc1)NCCSCc1ccccc1
    0.9	18	1	0.9	1	9	-1	13	1	0.8
- Cc1cc[n+](-c2[nH]c(=O)sc2/C=N/NC(=O)c2ccccc2[O-])cc1C
    0.9	9	4	0.9	1	11	8	-5	0.9	0.9
- Cn1nc(C(F)(F)F)c2cc(C(=O)NC3CC3)sc21
    0.9	11	-1	0.9	1	7	-1	-3	0.9	0.9
- COc1ccc(/C(O)=C/C(=O)C(=O)Nc2c(C)n(C)n(-c3ccccc3)c2=O)cc1
    0.8	4	-4	0.9	1	19	-14	-3	0.9	1
- Cc1ccc(P(=O)(CC(=O)O)c2ccc(C)cc2)cc1
    0.9	-2	3	0.9	1	8	-5	-8	0.9	1
- O=S(=O)(Nc1nccs1)c1ccc2c(c1)OCCO2
    1	8	-5	1	1.1	4	-8	-2	1	0.9
- COCCOc1cnn(-c2cc(Oc3ccc(C)cc3)ncn2)c(=O)c1Cl
    0.9	-5	3	1	1	8	-2	-1	1	1.1
- Cc1ccc2nc(C)c(Cl)c(=O)n2c1
    1	12	0	0.9	1	4	-7	-1	1	0.9
- Nc1ccc2c(C(F)(F)F)cc(C(F)(F)F)nc2n1
    0.9	-1	1	0.8	1	14	-6	5	0.5	1
- CC(=O)c1ccc(NC(=O)Oc2ccccc2)cc1
    0.9	4	-1	1	1	6	-14	-1	1	1
- Cc1ccc(N=C2NC(=O)CC(C(=O)Nc3ccc4c(c3)OCO4)S2)cc1 (configuration not stated)
    0.9	-3	-5	1	1.1	8	1	4	1	1
- CCN(Cc1ccccc1)C(=O)c1ccc(CNS(=O)(=O)c2ccc(C)cc2)cc1
    0.7	2	-3	0.9	1	32	-5	18	0.8	1
- CCN(CC(=O)NC(C)C)C(=O)[C@H](C)NC(=O)c1ccc(Br)cc1
    0.9	-13	1	0.9	1	7	8	6	0.9	1.1
- Cc1cccc(-n2cc(-c3ccccc3)c3c(=O)[nH]cnc32)c1
    0.7	-31	-5	0.9	1	27	3	18	0.9	1.3
- CCn1c2ccccc2c2cc(NC(=O)COC(=O)Cc3cn4ccsc4n3)ccc21
    0.7	3	-8	0.9	1.1	29	-17	4	0.9	1
- O=C(NCCc1csc(-c2ccccc2)n1)c1c(F)cccc1F
    0.9	8	-5	1.1	1.1	5	-9	9	1	0.9

Nothing new here: entries from further up.
Results follow in this order: Diaphorase act	bIAP inhibitor	TNAP inh hi DEA	PMI act	TNAP act hiacc	Diaphorase inh	TNAP inh no acc	L major viab	PMI act satM6P	bIAP act
- CCN(Cc1ccccc1)C(=O)c1ccc(CNS(=O)(=O)c2ccc(C)cc2)cc1
    0.7	2	-3	0.9	1	32	-5	18	0.8	1
- CCN(CC(=O)NC(C)C)C(=O)[C@H](C)NC(=O)c1ccc(Br)cc1
    0.9	-13	1	0.9	1	7	8	6	0.9	1.1
- Cc1cccc(-n2cc(-c3ccccc3)c3c(=O)[nH]cnc32)c1
    0.7	-31	-5	0.9	1	27	3	18	0.9	1.3
